PI5P4K alpha inh – inhibitors of human PI5P4K alpha | P48426 | PI5P4Kalpha enzyme, ADP-Glo luminescence, 60 min; active compounds read low | max response, % | 330,000 tested, 1.2% active | AID 652105; active = max response of -50% or lower; inconclusive = between -30% and -50%; inactive = -30% or higher; note: value at the top dose of about 77 µM; % is set by controls: 0 for no effect and ±100 for the full control effect
Target sequence (P48426 whole entry, looked up): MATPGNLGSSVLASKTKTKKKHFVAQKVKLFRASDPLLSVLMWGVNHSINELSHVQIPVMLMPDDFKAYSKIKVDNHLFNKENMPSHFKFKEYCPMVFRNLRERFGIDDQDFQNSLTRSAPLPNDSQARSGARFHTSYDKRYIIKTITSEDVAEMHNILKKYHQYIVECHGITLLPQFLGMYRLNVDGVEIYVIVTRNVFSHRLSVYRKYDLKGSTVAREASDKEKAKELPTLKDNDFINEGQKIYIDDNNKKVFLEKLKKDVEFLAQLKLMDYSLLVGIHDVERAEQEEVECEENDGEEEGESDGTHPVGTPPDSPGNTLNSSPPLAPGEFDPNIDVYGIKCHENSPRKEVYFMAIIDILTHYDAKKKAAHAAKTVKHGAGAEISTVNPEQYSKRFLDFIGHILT
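Reactions run in 0.038 M HEPES pH 7.4, 0.28 mM EGTA, 0.1% CHAPS and 5% DMSO, with PI5P4Kalpha, substrate, compound and 5 microM ATP final, one hour at room temperature. Readout is ADP-Glo luminescence.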
EPAC2 antag – EPAC2 (human) antagonism. EPAC2 GEF exchange of Rap1B-BODIPY-GDP, fluorescence. Potency, µM (highest dose often 114 µM), for inactives: at the top dose activity, negative = inhibition, usual class: inhibitors. 360,000 tested, 0.18% active. AID 720708; note: potency is the fitted concentration of half-maximal effect; % is set by controls: 0 for no effect and ±100 for the full control effect; nearly all actives have a fitted effect of over 45% in size; many of its hits are not listed in these tables
CCT chaperon mod – changes cytosolic chaperonin activity; AID 651819; 360,000 tested, 0.3% active; purified chaperonin ATPase assay, HTRF ADP detection, 30 min; activity change, % (no concentration beside the values), hits read low; in the data active = activity change below about -30%; note: % is set by controls: 0 for no effect and ±100 for the full control effect
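ATPase activity: ADP formed was measured by HTRF Transcreener (665/615 nm ratio) after 30 min at 37 deg C with 10 uM ATP. Compounds screened at one 76 uM concentration against 40 or 20 nM TRiC in Tris pH 7.4/KCl/MgCl2/DTT buffer.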
MmCpn inh – blocks the Methanococcus maripaludis chaperonin Mm-Cpn; purified Mm-Cpn ATPase, ADP Transcreener TR-FRET; Potency, µM (titrated, usually from 76.9 µM), for inactives: top-dose activity, negative = inhibition, most hits filed as inhibitors; 330,000 tested, 0.031% active; AID 504842; note: potency is the fitted concentration of half-maximal effect; % is set by controls: 0 for no effect and ±100 for the full control effect; nearly all actives have a fitted effect of over 80% in size
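Reaction buffer contained 30 mM Tris pH 7.4, 100 mM KCl, 5 mM MgCl2 and 1 mM DTT. Mm-CPN (25 nM final) hydrolysed 10 uM ATP over 30 min at 37°C; ADP was read by HTRF.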
WRN helicase inh – inhibitors of human WRN helicase; WRN helicase unwinding, fluorescent forked duplex, kinetic; Potency, µM (doses to about 114 µM), for inactives: top-dose activity change, negative = inhibition, most hits filed as inhibitors; 360,000 tested, 0.46% active; AID 651768; note: potency is the fitted concentration of half-maximal effect; % is set by controls: 0 for no effect and ±100 for the full control effect; nearly all actives have a fitted effect of over 55% in size
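Kinetic fluorescence helicase assay: unwinding of a quenched forked DNA duplex (100 nM final) with 2 mM ATP final raises red fluorescence (525/598 nm). Compounds sat 15 min at room temperature with 20 nM WRN beforehand.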
EPAC1 antagonist – EPAC1 (human) antagonism. O95398. EPAC1 GEF assay, Rap1b-BODIPY-GDP exchange fluorescence. Potency, µM (highest dose often 115 µM), inactives show at the highest dose activity change, negative = inhibition, usual class: inhibitors. 360,000 tested, 0.14% active. AID 720709;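 note: potency is the fitted concentration of half-maximal effect; plate controls were vehicle for no effect and positive control for full effect; nearly all actives have a fitted effect of over 50% in size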
PLK1 PBD block – blocks phosphopeptide binding to human PLK1 polo-box domain. Potency, µM, for inactives: max response, negative = inhibition, hits mostly inhibitors. Plk1 PBD binding of FITC phosphopeptide, fluorescence polarization. 360,000 tested, 2.8% active. P53350; note: potency is the fitted concentration of half-maximal effect; series mostly up to about 57 µM; % is set by controls: 0 for no effect and ±100 for the full control effect; nearly all actives have a fitted effect of over 65% in size
Target sequence (P53350 whole entry, looked up, the tested form may be a part): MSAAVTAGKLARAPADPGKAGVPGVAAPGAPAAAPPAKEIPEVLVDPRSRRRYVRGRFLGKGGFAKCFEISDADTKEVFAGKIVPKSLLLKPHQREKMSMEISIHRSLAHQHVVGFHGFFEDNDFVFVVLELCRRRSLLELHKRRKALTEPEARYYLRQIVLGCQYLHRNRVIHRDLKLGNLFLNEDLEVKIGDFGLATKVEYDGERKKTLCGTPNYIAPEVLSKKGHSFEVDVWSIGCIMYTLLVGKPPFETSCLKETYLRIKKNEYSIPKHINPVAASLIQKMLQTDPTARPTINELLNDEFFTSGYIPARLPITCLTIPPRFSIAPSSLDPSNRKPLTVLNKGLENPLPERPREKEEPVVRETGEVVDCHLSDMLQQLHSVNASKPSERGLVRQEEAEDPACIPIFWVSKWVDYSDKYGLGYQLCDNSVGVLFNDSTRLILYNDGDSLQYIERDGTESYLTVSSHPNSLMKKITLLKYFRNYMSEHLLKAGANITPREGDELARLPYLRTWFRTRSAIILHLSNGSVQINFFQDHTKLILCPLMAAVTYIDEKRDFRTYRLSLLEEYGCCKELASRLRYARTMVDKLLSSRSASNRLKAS
EPAC1 ag – agonists of human EPAC1. O95398. EPAC1 agonist qHTS, biochemical assay; response scale: 100% = response to 6.5 mM cAMP. Potency, µM (highest dose often 154 µM), without a hit: at the top dose activation, actives largely listed as activators. 360,000 tested, 0.073% active. AID 720707; note: potency is the fitted concentration of half-maximal effect; nearly all actives have a fitted effect of over 60% in size
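EPAC1 100 nM, Rap1B–BODIPY-GDP 250 nM, unlabeled GDP 50 uM; compound titration; 5 min RT; kinetic read ex480/em540 at 5-min intervals ×30 min; data normalized to 6.5 mM cAMP agonist control.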
* marks the source's active call; other numbers are inactive results; ? = inconclusive; . = no result given; [ ] = remark or other dose. Unless noted, calls come from the whole dose curve; as a rule, active = well fitted curve in the direction sought with a large enough effect; inconclusive = small, poorly fitted or top-dose-only effect, or another doubt; inactive = no such curve, though single readings can be large; an effect the other way counts as inactive or inconclusive. Not all compounds are listed (hit frequency here may not be typical).

no.	smiles	PI5P4K alpha inh	EPAC2 antag	CCT chaperon mod	MmCpn inh	WRN helicase inh	EPAC1 antagonist	PLK1 PBD block	EPAC1 ag
1	O=C(NCc1ccccc1)[C@@H]1CCCN1C(=O)[C@@H]1CCCN1C(=O)c1cccc2ccccc12	1	0%	0.6	.	3%	12%	2%	14%
2	Cn1c(CO)cnc1S(=O)(=O)Cc1c(Cl)cccc1Cl	3	1%	-1.7	3%	-1%	-6%	5%	16%
3	COc1ccc(S(=O)(=O)NNC(=O)Nc2ccc(F)cc2)cc1	2	8%	0.8	.	5%	0%	-13%	-1%
4	O=C(O)C1Oc2ccccc2C1c1ccccc1 (configuration not stated)	-5	7%	-0.3	.	0%	25%	-6%	14%
5	C/C=C\C(=O)Nc1cccc(C2=NOC3(C2)C[C@@H](C(N)=O)N(C(=O)C2(C)CC2)C3)c1 (some centres not stated)	-3	-2%	-0.3	2%	8%	7%	2%	4%
6	Cc1c(Br)c([N+](=O)[O-])nn1CC(=O)N1CCc2ccccc2C1	6	-2%	0.5	?	1%	-6%	-11%	0%
7	CC(=O)Nc1ccc(S(=O)(=O)n2cnc3ccccc32)cc1	0	15%	2.7	2%	-13%	8%	-5%	-8%
8	CO/N=C/c1cn(-c2ccc(Cl)cc2)nn1	1	2%	-1.8	1%	-33%	-13%	-25%	7%
9	CCNc1cc(Cl)nc(SC)n1	9	5%	-1.0	0%	8%	6%	-6%	0%
10	Fc1cc(NCc2ccccc2)nc(NCc2ccccc2)n1	6	0%	1.7	4%	-13%	-12%	3%	14%
11	S=c1[nH]nc(-c2cc(-c3ccco3)[nH]n2)n1-c1cccc2ccccc12	.	4%	-0.2	-5%	-33%	-28%	?	11%
12	O=C(CCNS(=O)(=O)c1cccc2nsnc12)N1CC(=O)N(CCc2ccccc2)C(=O)C1	-21	6%[57.1 µM]	-4.9	-1%	6%	-3%	-6%	4%
13	COc1ccc(-c2csc(Nc3ncccc3C)n2)cc1	11	1%	-0.2	?	-10%	-9%	-5%	7%
14	CCOC(=O)c1c(C)[nH]c(C(=O)OCC(=O)N(C)C2CCS(=O)(=O)C2)c1C (configuration not stated)	0	1%	-0.2	1%	0%	11%	-1%	-6%
15	COc1ccc(-c2noc(CCC(=O)NCCc3cccc(C)c3)n2)cc1	-2	-7%	-2.0	-2%	-1%	-1%	-26%	-6%
16	COc1ccc(/C=N/NC(=O)Cc2cccs2)cc1	-5	1%	0.0	-2%	0%	5%	2%	1%
17	O=C(CSc1ncn[nH]1)Nc1ncc(C(F)(F)F)cc1Cl	1	3%	0.7	-4%	1%	-24%	-6%	9%
18	Fc1ccc2cnc(C3=CCCCC3)cc2c1	5	?	-1.1	1%	-7%	-5%	2%	-15%
19	C=CC(=C)CC(NC)c1ccccc1 (configuration not stated)	.	10%	-1.8	0%	8%	?	-8%	8%
20	O=C1CC(Nc2ccc(N3CCOCC3)cc2)C(=O)N1Cc1ccccc1 (configuration not stated)	.	8%	0.2	-1%	-1%	-5%	-11%	-2%
21	CCCc1[nH]nc2c1C(/C(C)=C/c1ccccc1)C(C#N)=C(N)O2 (configuration not stated)	.	3%	-1.7	1%	-6%[57.1 µM]	-3%	-5%	12%
22	Cc1cccc(N=Nc2c(N)n[nH]c2N)c1	-6	-7%	-0.9	-1%	-11%	-9%	-1%	1%
23	COc1cc(NC(=O)COC(C)=O)cc(OC)c1OC	0	5%	2.1	2%	-2%	0%	-4%	0%
24	CC(=O)Oc1ccc(C(C)=O)c2c1OCCO2	.	-2%	-0.5	1%	-11%	2%	-1%	0%
25	Cn1c(CO)cnc1S(=O)(=O)Cc1ccc(Cl)cc1	0	1%	2.2	-1%	0%	18%	7%	1%

Compound profiles (already shown):
`O=C(NCc1ccccc1)[C@@H]1CCCN1C(=O)[C@@H]1CCCN1C(=O)c1cccc2ccccc12` is listed as PI5P4K alpha inh = 1; EPAC2 antag = 0%; CCT chaperon mod = 0.6; MmCpn inh = .; WRN helicase inh = 3%; EPAC1 antagonist = 12%; PLK1 PBD block = 2%; EPAC1 ag = 14%
`S=c1[nH]nc(-c2cc(-c3ccco3)[nH]n2)n1-c1cccc2ccccc12` is listed as PI5P4K alpha inh = .; EPAC2 antag = 4%; CCT chaperon mod = -0.2; MmCpn inh = -5%; WRN helicase inh = -33%; EPAC1 antagonist = -28%; PLK1 PBD block = ?; EPAC1 ag = 11%

Following part
no.	smiles	PI5P4K alpha inh	EPAC2 antag	CCT chaperon mod	MmCpn inh	WRN helicase inh	EPAC1 antagonist	PLK1 PBD block	EPAC1 ag
26	CCn1nc(C(=O)Nc2nc(-c3ccccn3)cs2)c2ccccc2c1=O	-2	-8%	-0.4	-2%	-1%	-22%	-12%	3%
27	CC(C)(C)NC(=O)c1cc(NC(=O)c2cccs2)cc(NC(=O)c2cccs2)c1	1	36%[activator]	1.1	1%	14%	1%	-6%	-7%
28	COc1ccc(/C=N/n2c(-c3n[nH]c4c3CCC4)n[nH]c2=S)cc1OC	4	-6%	0.4	0%	-5%	-19%	-2%	-2%
29	CCCCC(CC)C(=O)Nc1ccc(C#N)cc1 (configuration not stated)	12	-3%	0.3	0%	-3%	-18%	0%	4%
30	Cc1cccc(OCc2nnc(SCC(=O)N3CCN(c4ccccc4)CC3)o2)c1C	3	1%	-0.5	1%	-1%	-7%	2%	2%
31	O=C(NCCN1CCOCC1)c1cc([N+](=O)[O-])cc([N+](=O)[O-])c1	7	-1%	-0.6	-1%	4%	-6%	4%	-1%
32	COCCOC(=O)/C(C#N)=C/c1cn(Cc2ccccc2)nc1-c1cccnc1	-10	-2%	-2.7	0%	-20%	-4%	27µM*	-3%
33	CCOc1c(Cl)cc(CNCc2ccccn2)cc1OC	-1	20%	0.6	-3%	-8%	-10%	1%	-8%
34	Cc1cn2c(-c3ccncc3)nnc2s1	1	20%	1.4	-1%	-12%	13%	-2%	2%
35	Cc1cc(C(=O)N2CCCC(C(=O)c3cccc4ccccc34)C2)nc(C)n1 (configuration not stated)	2	7%	-1.3	4%	-8%	9%	-5%	14%
36	CCC(CC)NC(=O)COC(=O)c1cc(SC)ccc1Cl	2	-2%	-2.2	-1%	-27%	7%	-19%	3%
37	COc1ccc(-n2sc3ccc(F)cc3c2=O)cc1	-87*	-2%	-1.4	-7%	4%	2%	2.7µM*	-11%
38	Cc1ccc2nsnc2c1S(=O)(=O)Nc1cccc2nsnc12	-17	18%	-2.0	-20%	-8%	7%	-10%	2%
39	COc1ccc2[nH]c3c(c2c1)CN(C)CC3	.	7%	0.2	1%	-5%	10%	-3%	-6%
40	COc1ccc(CCNC(=O)C(=O)NCC2OCCCN2S(=O)(=O)c2cc(C)ccc2C)cc1 (configuration not stated)	-7	-16%	-0.2	?	6%	-17%	3%	-12%
41	NC(=O)[C@@H]1CCCN1Cc1nc(-c2cccs2)no1	-5	-1%	-2.1	-1%	8%	-6%	-7%	13%
42	COC(=O)c1ccc(COc2cc([N+](=O)[O-])cc3cccnc23)o1	-24	-3%	-0.6	-1%	-7%	3%	-3%	-1%
43	O=C(Nc1ccc(N2CCOCC2)cc1)c1ccc2nc(-c3ccco3)c(-c3ccco3)nc2c1	.	17%	0.7	-3%	-9%	1%	-10%	-6%
44	Cc1ccc(S(=O)(=O)N2CCN(C(=O)CN3C(=O)NC4(CCOc5ccccc54)C3=O)CC2)cc1 (configuration not stated)	-6	4%	-1.4	0%	4%	4%	-2%	-11%
45	CC(=O)c1sc(NC(=O)CN2C(=O)C3CCCCC3C2=O)nc1-c1ccccc1 (configuration not stated)	-4	-1%	1.0	-1%	-10%	-12%	5%	1%
46	COc1ccc(Nc2nnc(SCC(=O)Nc3ccc4[nH]c(=O)[nH]c4c3)s2)cc1	-28	2%	-1.2	-2%	-12%	-22%	-28%	-2%
47	CCN(CC)C(=O)c1sc2[nH]c(=S)n(-c3ccccc3)c(=O)c2c1C	.	13%	3.6	-7%	-10%	-6%	-17%	2%
48	O=C(Nc1nnc(C2CC2)s1)C1CCCO1 (configuration not stated)	-8	3%	-1.7	-3%	11%	3%	3%	4%
49	COc1ccc(N(CC(=O)Nc2ccc(F)c(Cl)c2)S(=O)(=O)c2c(C)noc2C)cc1	0	-9%	0.1	0%	-14%	-2%	5%	15%
50	COC(=O)c1c(NC(=O)c2c(OC)cccc2OC)sc2c1C(C(=O)OC)CC2 (configuration not stated)	2	-13%	-1.4	-7%	-13%[57.1 µM]	-10%	-8%	8%
51	CCN(CC(=O)Nc1ccc(NC(C)=O)cc1)C(=O)c1ccc(S(=O)(=O)N2CCCC2)cc1	4	-11%	-1.9	.	-6%	-14%	-8%	-8%
52	CCn1cc(C(=O)N[C@@H](CC(C)C)C(=O)NCCCn2ccnc2)c(=O)c2cc3c(cc21)OCO3	-9	8%	0.2	-1%	-6%	18%	-20%	-11%

A few values from the entries so far.
Reading for `Cc1cccc(OCc2nnc(SCC(=O)N3CCN(c4ccccc4)CC3)o2)c1C` under EPAC2 antag: 1%
Reading for `NC(=O)[C@@H]1CCCN1Cc1nc(-c2cccs2)no1` under WRN helicase inh: 8%

Among those listed so far, 3 contain a cyano group.
no.	smiles	PI5P4K alpha inh	EPAC2 antag	CCT chaperon mod	MmCpn inh	WRN helicase inh	EPAC1 antagonist	PLK1 PBD block	EPAC1 ag
21	CCCc1[nH]nc2c1C(/C(C)=C/c1ccccc1)C(C#N)=C(N)O2 (configuration not stated)	.	3%	-1.7	1%	-6%[57.1 µM]	-3%	-5%	12%
29	CCCCC(CC)C(=O)Nc1ccc(C#N)cc1 (configuration not stated)	12	-3%	0.3	0%	-3%	-18%	0%	4%
32	COCCOC(=O)/C(C#N)=C/c1cn(Cc2ccccc2)nc1-c1cccnc1	-10	-2%	-2.7	0%	-20%	-4%	27µM*	-3%

From PubChem BioAssay
